# FH mod – Identification of activators of human fumarate hydratase by quantitative high-throughput screening; hit rate 0.22% among 54,000; FH coupled MDH/diaphorase resazurin fluorescence, 15 min; Fumarate hydratase, mitochondrial (Homo sapiens), P07954; Potency, µM (top dose mostly 79.9 µM), without a hit: at the top dose activity change, negative = inhibition, most hits filed as inhibitors; note: potency is the fitted concentration of half-maximal effect; % is set by controls: 0 for no effect and ±100 for the full control effect; the screen sought activators but most active calls are inhibition curves; nearly all actives have a fitted effect of over 45% in size
# p53null 32C kill – p53 null cell cytotoxicity, permissive temperature; H1299-neo p53 null cells, ATP luminescence, 24 h, 32C; Potency, µM (top dose mostly 46.1 µM), inactives show at the top dose activity change, negative = cytotoxicity, actives largely listed as cytotoxic; hit rate 0.62% among 55,000; AID 903;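 note: potency is the fitted concentration of half-maximal effect; 0% = DMSO only and -100% = full killing by 100 µM tamoxifen; nearly all actives have a fitted effect of over 55% in size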
#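 Cells lacking p53 (H1299-neo) are plated at 600 per well and allowed to settle overnight at 37C. Test compounds (up to 46 uM) are added and held 24 hours at 32C, then ATP is quantified by luminescence.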
# TSG101-PTAP inh – blocks PTAP binding to human TSG101, validation | Q99816 | Fluorescence polarization, FITC-PTAP peptide/Tsg101, 20 min | Potency, µM (doses to about 115 µM), inactives show top-dose activity change, negative = inhibition, most hits filed as inhibitors | 44,000 tested, under 10 active; note: potency is the fitted concentration of half-maximal effect; 0% is about no effect
#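 qHTS FP binding, 20 min r.t.: 10 uM Tsg101 domain + 50 nM FITC-PTAP peptide, pH 7.5 HEPES buffer with TCEP and EDTA.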
# p53null 39C kill – p53 null cell cytotoxicity, nonpermissive temperature. hit rate 0.97% among 55,000. H1299 p53-null (neo) cells, 39C, ATPlite viability, 24 h. AID 904. Potency, µM (series often up to 46.1 µM), for inactives: top-dose activity, negative = cell killing, most hits filed as cytotoxic;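 note: potency is the fitted concentration of half-maximal effect; 0% = DMSO only and -100% = full killing by 100 µM tamoxifen; nearly all actives have a fitted effect of over 50% in size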
#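 H1299 lung cancer cells, p53-null (H1299-neo) or expressing p53 A138V (H1299-p53A138V), were plated overnight at 37C, then exposed to compounds at up to 46 uM for 24 hr at 39C. Viability was read by ATP-based luminescence.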
# GALK inhibitor – inhibitors of human galactokinase (GALK). 44,000 tested, under 10 active. P51570. recombinant GALK, Kinase-Glo ATP luminescence, 1 h. Potency, µM (highest dose often 57.5 µM), without a hit: at the highest dose activity, negative = inhibition, most hits filed as inhibitors. AID 1347072;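 note: plate controls were full GALK reaction for no effect and reaction lacking GALK for full effect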
# Target sequence (P51570 whole entry, looked up): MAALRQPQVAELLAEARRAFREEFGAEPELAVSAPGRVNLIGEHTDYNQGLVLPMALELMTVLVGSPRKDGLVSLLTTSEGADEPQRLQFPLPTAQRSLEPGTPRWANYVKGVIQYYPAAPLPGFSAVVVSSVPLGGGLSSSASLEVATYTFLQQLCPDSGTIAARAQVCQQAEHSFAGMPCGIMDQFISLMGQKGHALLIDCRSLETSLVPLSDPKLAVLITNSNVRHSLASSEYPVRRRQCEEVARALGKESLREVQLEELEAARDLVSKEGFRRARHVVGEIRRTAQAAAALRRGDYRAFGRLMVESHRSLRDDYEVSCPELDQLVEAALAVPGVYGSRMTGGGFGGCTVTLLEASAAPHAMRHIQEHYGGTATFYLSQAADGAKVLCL
#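 Reactions with and without enzyme served as controls. GALK at 5 nM phosphorylates 100 uM galactose using 35 uM ATP (HEPES pH 8.0, Mg2+) for 1 h at RT, with luminescence read 10 min after adding Kinase-Glo Plus.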
# NTMT1 inhibitor – NTMT1 methyltransferase inhibition. Q9BV86. NTMT1 MTase-Glo SAH luminescence, purified enzyme. Potency, µM (doses to about 114 µM), for the others: top-dose activity change, negative = inhibition, most hits filed as inhibitors. hit rate 2.5% among 59,000. AID 1645870;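 note: potency is the fitted concentration of half-maximal effect; plate controls were DMSO vehicle for no effect and no enzyme for full effect; nearly all actives have a fitted effect of over 65% in size; many of its hits are not listed in these tables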
# Target sequence (Q9BV86 whole entry, looked up): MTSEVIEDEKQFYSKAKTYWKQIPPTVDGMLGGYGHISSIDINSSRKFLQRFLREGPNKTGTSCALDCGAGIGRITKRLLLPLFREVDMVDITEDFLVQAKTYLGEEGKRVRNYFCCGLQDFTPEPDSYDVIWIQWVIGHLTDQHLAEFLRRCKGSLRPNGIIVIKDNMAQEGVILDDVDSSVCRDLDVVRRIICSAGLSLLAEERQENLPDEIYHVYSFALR
# B2AR arrestin ag – agonists recruiting beta-arrestin to human beta2-adrenergic receptor. HTLA Tango cells, beta-arrestin recruitment, luciferase luminescence, 18 h. Potency, µM (highest dose often 46.1 µM), inactives show at the top dose activation, hits mostly activators. 44,000 tested, under 10 active;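 note: potency is the fitted concentration of half-maximal effect; 0% = DMSO and full agonism = EC100 isoproterenol or metaproterenol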
# Target sequence (P07550 whole entry, looked up): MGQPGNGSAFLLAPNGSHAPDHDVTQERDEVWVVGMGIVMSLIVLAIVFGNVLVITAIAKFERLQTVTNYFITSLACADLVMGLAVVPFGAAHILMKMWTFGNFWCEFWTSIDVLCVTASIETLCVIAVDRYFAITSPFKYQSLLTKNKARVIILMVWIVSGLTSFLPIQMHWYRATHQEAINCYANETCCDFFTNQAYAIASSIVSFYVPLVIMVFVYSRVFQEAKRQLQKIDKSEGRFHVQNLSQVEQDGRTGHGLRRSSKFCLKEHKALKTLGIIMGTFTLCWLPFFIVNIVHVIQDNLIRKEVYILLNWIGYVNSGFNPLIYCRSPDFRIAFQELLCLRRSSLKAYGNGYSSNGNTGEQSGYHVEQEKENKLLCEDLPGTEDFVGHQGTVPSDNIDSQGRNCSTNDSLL
#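 Receptor–beta-arrestin recruitment read by tTA-responsive luciferase: compound titrations (up to 46 µM) incubated 18 h with Tango cells, then luminescent substrate 15 min at room temperature. Concentration-response fits classified by r2, efficacy and activity.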
# Starred values were filed as active, the others as inactive; ? = inconclusive; . = not tested or not shown; & = joins results of further samples; [ ] = remark or other dose. Calls come from the whole dose curve; as a rule, active = well fitted curve in the direction sought with a large enough effect; inconclusive = small, poorly fitted or top-dose-only effect, or another doubt; inactive = no such curve, though single readings can be large; an effect the other way counts as inactive or inconclusive.
SMILES,FH mod,p53null 32C kill,TSG101-PTAP inh,p53null 39C kill,GALK inhibitor,NTMT1 inhibitor,B2AR arrestin ag
Cc1cccc2sc(N(Cc3cccnc3)C(=O)c3ccco3)nc12,-11%,8%,-1%,38%,1%,-3%,0%
Cc1ccc(-c2cn(-c3cccc(Cl)c3)c(S(=O)(=O)CC(=O)Nc3cccc(C)c3)n2)cc1,?,39%[activator],-2%,26%,7%,?,1%
Cc1ccc(S(=O)(=O)N2CCN(Cc3nc4ccc(C)cc4o3)CC2)cc1,-7%,-9%,2%,-2%,0%,12%,0%
Cc1nc2nc(SCc3ccc(F)cc3Cl)nn2c(C)c1Cc1ccccc1,-15%,12%,0%,12%,2%,-5%,-1%
COc1cc(Cl)c(C)cc1NC(=O)c1cnc(N2CCOCC2)c2ccccc12,?,?,-3%,59%[activator],0%,8%,1%
CC(=O)Nc1nonc1-c1nnc(SCC(=O)Nc2cccc(F)c2)n1-c1ccccc1,-1%,-12%,-4%,-15%,0%,-9%,-4%
O=C(Nc1cccc(C(F)(F)F)c1)Nc1cccs1,-8%,-17%,2%,-22%,-10%,4%,0%
COc1ccccc1C(=O)Nc1ccc2nc(N3CCC(C)CC3)cc(C)c2c1,-24%,32%[activator],9%,?,6%,3%,1%
Cc1ccc(Cc2c(C)nc3nc(SCC(=O)NC(C)c4ccccc4)nn3c2C)cc1 (configuration not stated),?,22%,-12%,-18%,-3%,4%,-1%
Cc1ccccc1NC(=O)CCS(=O)(=O)c1cc(Br)cc2c1N(C(=O)C1CC1)CC2,-4%,1%,-3%,-9%,3%,1%,1%
CCCNC(=O)COCc1cc(-c2ccc(F)cc2)on1,3%,-7%,0%,19%,-1%,-3%,-1%
CCCn1c(=N)c(C(=O)NC2CCCCC2)cc2c(=O)n3cc(C)ccc3nc21,3%,3%,4%,-10%,-1%,11%,-2%
CCOc1cc(C2C(C(=O)OC)=C(C)NC3=C2C(=O)c2ccccc23)ccc1O (configuration not stated),?,7%,-8%,-16%,?,?,-2%
CCOc1ccccc1NC(=O)Cn1nnc(C(=O)NCc2ccc(F)cc2)c1N,-2%,6%,-1%,-2%,8%,?,0%
Cc1ccccc1-c1nn2c(=O)cc(CN3CCN(C(=O)c4ccc(C(C)(C)C)cc4)CC3)nc2s1,-11%,-6%,-3%,2%,5%,1%,0%
CCC(C)NC(=O)c1ccc2nc(Cc3ccccc3)oc2c1 (configuration not stated),7%,6%,-7%,-1%,1%,-5%,2%
CCOc1ccc(NC(=O)c2cc3c(-c4ccccc4F)nn(C)c3s2)cc1,-5%,-11%,3%,?,8%,5%,1%
COc1cc(Nc2nc(-c3ccc(OC)c(OC)c3)nc3ccccc23)cc(OC)c1,?,?,-4%,14µM*,0%,-8%,-2%
Cc1ccc2[nH]cc(C(c3ccccc3)c3cccs3)c2c1 (configuration not stated),?,?,2%,?,3%,-11%,1%
Cc1cccc(-n2c3nc(=O)[nH]c(=O)c-3cc3c(C)nn(-c4ccccc4)c32)c1C,-8%,4%&-1%,2%,-5%,8%,-13%,1%
Cc1nnsc1C(=O)Oc1ccccc1Cl,-13%,1%,1%,-9%,-9%,9%,-4%
CCCCOc1ccc(C(=O)N2CCCCC2CCN2CCOCC2)cc1 (configuration not stated),4%,-1%,-1%,-1%,-12%,12%,-1%
CCn1c(=O)n(-c2ccc3c(c2)OCO3)c2nc(-c3cc(OC)ccc3OC)nc(C(N)=O)c21,-15%,2%,-1%,-11%,8%,19%,1%
CC1CCCN(CCCNC(=O)c2ccc3c(c2)N(Cc2cccc(Cl)c2)C(=O)c2ccccc2S3(=O)=O)C1 (configuration not stated),1%,16%,2%,4%,0%,?,-1%
CCc1ccccc1NC(=O)COC(=O)c1cn(CC)c2nc(C)ccc2c1=O,0%,18%,2%,-13%,-1%,10%,0%
COC(=O)c1ccc(C2Nc3c(C)cccc3-c3cc(C)nn32)cc1 (configuration not stated),?,13%,-7%,-13%,0%,10%,0%
Cc1ccccc1NC(=O)Cn1cc(S(=O)(=O)c2ccccc2)c(=O)c2ccccc21,5%,-5%,0%,-6%,-2%,-1%,1%
CCOc1ccc(-c2cn3c(n2)sc2cc(C(=O)NCCCc4ccccc4)ccc23)cc1,-9%,6%,-2%,-24%,-13%,13%,0%
O=C(CSC1=Nc2ccccc2N=C(c2ccc(F)cc2)C1)NCc1ccc(F)cc1,-12%,0%,-8%,-13%,5%,5%,0%
COC(=O)c1cc2occc2n1Cc1nc(-c2ccc(C)cc2)oc1C,-6%,-12%,1%,-29%,5%,0%,1%
COc1ccc(CNC(=O)c2cc(-c3ccc(OC)cc3)on2)cc1,.,4%,2%,24%,6%,.,0%
CC1CCN(c2oc(-c3ccc(COc4ccccc4)o3)nc2C#N)CC1,-19%,-9%,4%,11%,-1%,-3%,-4%
CCOc1ccccc1C1N=C(N)Nc2nc3ccccc3n21 (configuration not stated),10%,.,-8%,.,0%,-11%,1%
Cc1nnc(SCc2ccc(Cl)cc2)c2cc3occc3n12,-7%,1%,-6%,-21%,0%,-13%,-1%
Cc1cc2ncn(CCCCOc3ccccc3)c2cc1C,-3%,20%,-2%,?,8%,0%,-3%
CCc1ccc(CNC(=O)CCCN2C(=O)c3cccnc3Oc3ccc(Cl)cc32)cc1,-16%,2%,-4%,-14%,6%,5%,0%
CCCCC(=O)N1CCN(c2nc3c(C)c(C)ccc3s2)CC1,-18%,-1%,-7%,4%,-5%,8%,-4%
COc1cc(Nc2ncc3c(n2)CCN(Cc2cccc(C)c2)C3)cc(OC)c1,-18%,9%,-1%,9%,-3%,1%,-1%
COc1ccc(C)cc1NC(=O)Nc1ccccc1OCc1cc(=O)n2ccccc2n1,-6%,-13%,4%,2%,0%,10%,0%
Cc1noc(C)c1S(=O)(=O)N(CC(=O)Nc1ccc(C(F)(F)F)cc1)c1ccc(C(C)C)cc1,-22%,3%,-4%,?,0%,8%,-2%
O=C(Nc1ccc(-c2nc3cc(NC(=O)c4ccc(Cl)cc4)ccc3o2)cc1)c1ccc(Cl)cc1,-8%,4%,-6%,6%,2%,-12%,0%
CCN(CC)S(=O)(=O)c1ccc2c(c1)N(CC(=O)N1CCN(c3ccc(F)cc3)CC1)C(=O)CO2,10%,14%,-5%,14%,0%,6%,2%
COc1cccc(NC(=O)CCN2CCN(CCO)CC2)c1,.,0%,2%,13%,3%,.,0%
COc1cccc2sc(N(Cc3cccnc3)C(=O)c3ccc(S(=O)(=O)N(C)C)cc3)nc12,?,-10%,-9%,16%,2%,-3%,-3%
O=C(CN1C(=O)CCSc2ccc(S(=O)(=O)N3CCCC3)cc21)Nc1cccc(Cl)c1,-22%,8%,20%,-3%,4%,0%,0%
Cc1ccc2c(CNCCc3ccc(Cl)cc3)c(C(=O)O)n(Cc3ccc(F)cc3)c2c1,?,33%[activator],5%,?,3%,0%,-1%
CCOC(=O)N1CCc2c(sc(NCc3cccs3)c2C(=O)Nc2ccc(OC)cc2OC)C1,-33%,9%,0%,-14%,2%,11%,-2%
CCOC(=O)c1c(S(=O)(=O)N2CCCC(C(=O)Nc3ccc(C)cn3)C2)c(C)n(C)c1C (configuration not stated),8%,4%,-4%,11%,-2%,2%,-3%
Cn1ncc2c(N3CCN(c4ccc(F)cc4)CC3)ncnc21,?,9%,-3%,2%,1%,5%,-1%
CCOC(=O)C1CCCN(C(=O)Cn2ncc3c4ccccc4n(C)c3c2=O)C1 (configuration not stated),-12%,5%,-7%,-11%,4%,-7%,-3%
CCN(C(=O)CCc1nc(-c2ccc(C)cc2)no1)c1cccc(Cl)c1,-28%,-3%,1%,8%,2%,2%,-1%
CCS(=O)(=O)c1ccc(O)c(Nc2cc(C)nc(SC)n2)c1,-10%,-4%,-2%,-3%,?,-8%,?
Cc1ccc2oc(-c3ccc(C)c(NC(=O)c4ccc(N5CCC(C)CC5)c([N+](=O)[O-])c4)c3)nc2c1,2%,-6%[9.22 µM],-3%,23%,-1%,1%,0%
O=C(CCS(=O)(=O)c1cc(Br)cc2c1N(C(=O)C1CC1)CC2)N1CCN(c2cccc(C(F)(F)F)c2)CC1,-3%,13%,1%,9%,-1%,18%,1%
CCCN(CCC)C(=O)Cn1c(=O)n(-c2ccc(Cl)cc2)c(=O)c2c3c(sc21)CCCCC3,-4%,4%,-5%,-16%,5%,1%,1%
Cc1c(C(=O)Nc2ccc(C(C)C)cc2)sc2nc[nH]c(=O)c12,-2%,-25%,1%,-3%,0%,-2%,1%
Cn1cc(S(=O)(=O)N2CCCC2)cc1C(=O)Nc1ccc(C(F)(F)F)cc1,-3%,-2%,-1%,-6%,1%,-11%,2%

# Entries from the list above containing an aryl methoxy group:
SMILES,FH mod,p53null 32C kill,TSG101-PTAP inh,p53null 39C kill,GALK inhibitor,NTMT1 inhibitor,B2AR arrestin ag
COc1cc(Cl)c(C)cc1NC(=O)c1cnc(N2CCOCC2)c2ccccc12,?,?,-3%,59%[activator],0%,8%,1%
COc1ccccc1C(=O)Nc1ccc2nc(N3CCC(C)CC3)cc(C)c2c1,-24%,32%[activator],9%,?,6%,3%,1%
COc1cc(Nc2nc(-c3ccc(OC)c(OC)c3)nc3ccccc23)cc(OC)c1,?,?,-4%,14µM*,0%,-8%,-2%
CCn1c(=O)n(-c2ccc3c(c2)OCO3)c2nc(-c3cc(OC)ccc3OC)nc(C(N)=O)c21,-15%,2%,-1%,-11%,8%,19%,1%
COc1ccc(CNC(=O)c2cc(-c3ccc(OC)cc3)on2)cc1,.,4%,2%,24%,6%,.,0%
COc1cc(Nc2ncc3c(n2)CCN(Cc2cccc(C)c2)C3)cc(OC)c1,-18%,9%,-1%,9%,-3%,1%,-1%
COc1ccc(C)cc1NC(=O)Nc1ccccc1OCc1cc(=O)n2ccccc2n1,-6%,-13%,4%,2%,0%,10%,0%
COc1cccc(NC(=O)CCN2CCN(CCO)CC2)c1,.,0%,2%,13%,3%,.,0%
COc1cccc2sc(N(Cc3cccnc3)C(=O)c3ccc(S(=O)(=O)N(C)C)cc3)nc12,?,-10%,-9%,16%,2%,-3%,-3%
CCOC(=O)N1CCc2c(sc(NCc3cccs3)c2C(=O)Nc2ccc(OC)cc2OC)C1,-33%,9%,0%,-14%,2%,11%,-2%

# Screens from PubChem.

# A portion of the library; the hit share may differ from the screen's.
